Nrf2 block: inhibitors of Nrf2 signaling. Potency, µM (titrated, usually from 46 µM), for inactives: top-dose activity change, negative = inhibition, most hits filed as inhibitors. actives 2.1% (n = 360,000). A549 ARE-Fluc reporter, luciferase luminescence, 18-24 h. AID 504444; also: % is scaled to controls: 0 for no effect and ±100 for the full control effect; nearly all actives have a fitted effect of over 60% in size
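In this cell-based qHTS, ARE-driven firefly luciferase in A549 cells reports Nrf2 activity; the luminescent signal after BugLite lysis is the measured value, with a prior CellTiter-Fluor read for cell health.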
TGFb SMAD3 inh: inhibitors of TGF-b signaling; HepG2 CAGA-GFP TGF-b/SMAD3 reporter, GFP fluorescence, 18 h; TGF-beta stimulated, 500 pg/mL final; Potency, µM (series often up to 46.1 µM), without a hit: at the highest dose activity, negative = inhibition, usual class: inhibitors; actives 1.2% (n = 410,000); AID 588855; also: % is scaled to controls: 0 for no effect and ±100 for the full control effect; nearly all actives have a fitted effect of over 65% in size
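Inhibition was scored as loss of TGF-beta-induced (500 pg/mL final, 18 hours, 37 degrees C) GFP in HEPG2 cells carrying a CAGA-GFP reporter, in DMEM with 1% FBS. Well GFP was summed per cell; Activity was normalised to unstimulated and stimulated DMSO wells, then concentration-response fitting.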
ATXN2 expr inh: ATXN2 expression inhibition; HEK-293 ATXN2-luciferase reporter, luminescence, 24 h; Potency, µM (titrated, usually from 57 µM), for inactives: at the top dose activity change, negative = inhibition, usual class: inhibitors; actives 0.72% (n = 360,000); AID 1745845; also: % is scaled to controls: 0 for no effect and ±100 for the full control effect; nearly all actives have a fitted effect of over 55% in size
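ATXN2-luciferase reporter cells (luciferase flanked by upstream and downstream ATXN2 gene portions) were treated 24 h at 37 °C with compounds at up to 57 uM. SteadyGlo luminescence gave expression; GF-AFC fluorescence gave viability.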
Nrf2 activator: activators of Nrf2 (ARE) signaling | AREc32 ARE-luciferase reporter (MCF7-derived line), luminescence, 24 h | Potency, µM (titrated, usually from 46.1 µM), for the others: top-dose activation, hits mostly activators | actives 0.31% (n = 410,000); also: % of control where 0% means no effect; nearly all actives have a fitted effect of over 65% in size
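Luminescent ARE reporter assay in AREc32_Fluc cells: overnight plating at 37 deg C, 24 hr compound incubation, Steady-Glo added, 30 min RT before reading.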
HepG2 tox: HepG2 cytotoxicity, counter-screen for TGF-b inhibitors. AID 588856. Potency, µM (series often up to 46.1 µM), inactives show at the top dose activity change, negative = cytotoxicity, actives largely listed as cytotoxic. actives 0.76% (n = 410,000). HepG2 CAGA-GFP viability, ATP luminescence, 18 h; also: some results filed as inactive show a strong effect at the top dose
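HepG2 CAGA-GFP cells (1000/well, DMEM with 1% FBS) received compound, then TGF-beta at 500 pg/mL final, and were incubated 18 hours at 37 degrees C. Viability was read by CellTiter-Glo luminescence. Media-only wells were set as complete cell-killing and DMSO as no toxicity.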
MCF10A rerep: DNA re-replication induction in MCF 10a cells; MCF 10A DNA re-replication, Hoechst nuclear intensity, 48 h; Potency, µM (top dose mostly 46.1 µM), inactives show top-dose activity, positive = re-replication, hits mostly activators; actives 2.9% (n = 350,000); AID 624296; also: % of control where 0% means no effect; nearly all actives have a fitted effect of over 50% in size
S2 tox: cell viability loss in ATXN counter-screen; S2 cells (HEK-293 line with an ATXN2-luciferase reporter) viability, CellTiter-Fluor protease fluorescence, 24 h; Potency, µM (titrated, usually from 56.7 µM), hits mostly cytotoxic; AID 651635; actives 0.49% (n = 400,000); also: nearly all actives have a fitted effect of over 40% in size
EPAC2 antagonist: EPAC2 (human) antagonism. Q8WZA2. EPAC2 GEF exchange of Rap1B-BODIPY-GDP, fluorescence. Potency, µM (series often up to 114 µM), without a hit: at the top dose activity, negative = inhibition, actives largely listed as inhibitors. actives 0.18% (n = 360,000). AID 720708; also: % is scaled to controls: 0 for no effect and ±100 for the full control effect; nearly all actives have a fitted effect of over 45% in size; many of its hits are not listed in these tables
Target sequence (Q8WZA2 whole entry, looked up): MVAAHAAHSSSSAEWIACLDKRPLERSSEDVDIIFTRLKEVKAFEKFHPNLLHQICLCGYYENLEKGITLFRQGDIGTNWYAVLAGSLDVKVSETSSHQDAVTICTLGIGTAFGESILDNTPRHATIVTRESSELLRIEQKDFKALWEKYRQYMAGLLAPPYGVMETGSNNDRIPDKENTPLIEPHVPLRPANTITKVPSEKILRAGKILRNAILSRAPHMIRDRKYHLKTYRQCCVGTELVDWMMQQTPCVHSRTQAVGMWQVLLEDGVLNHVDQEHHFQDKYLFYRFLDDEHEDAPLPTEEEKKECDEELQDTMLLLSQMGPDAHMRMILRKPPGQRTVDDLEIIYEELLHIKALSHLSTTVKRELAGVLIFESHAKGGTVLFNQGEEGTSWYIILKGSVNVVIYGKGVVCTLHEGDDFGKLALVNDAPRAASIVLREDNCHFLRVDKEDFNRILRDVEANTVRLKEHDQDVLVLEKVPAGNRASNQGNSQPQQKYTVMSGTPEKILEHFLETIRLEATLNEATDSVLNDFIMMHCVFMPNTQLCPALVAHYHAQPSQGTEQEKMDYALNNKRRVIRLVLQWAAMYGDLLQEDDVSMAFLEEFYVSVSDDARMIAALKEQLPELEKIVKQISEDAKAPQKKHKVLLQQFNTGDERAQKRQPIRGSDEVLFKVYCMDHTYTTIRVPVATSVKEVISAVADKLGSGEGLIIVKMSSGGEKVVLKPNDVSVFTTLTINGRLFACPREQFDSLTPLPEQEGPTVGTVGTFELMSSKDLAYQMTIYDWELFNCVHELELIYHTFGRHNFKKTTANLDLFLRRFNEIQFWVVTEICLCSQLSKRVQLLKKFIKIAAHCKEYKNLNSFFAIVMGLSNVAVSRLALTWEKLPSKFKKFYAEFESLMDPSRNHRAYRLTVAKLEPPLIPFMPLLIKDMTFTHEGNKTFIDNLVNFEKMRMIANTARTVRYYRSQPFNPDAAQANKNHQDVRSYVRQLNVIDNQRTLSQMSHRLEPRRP
A549 viability: kills or reduces viability of A549 cells in Nrf2 counter-screen; actives 0.16% (n = 390,000); Potency, µM (doses to about 46 µM), inactives show top-dose activity change, negative = cytotoxicity, most hits filed as inhibitors; A549 ARE-Fluc cells, CellTiter-Fluor viability, 18-24 h; also: % is scaled to controls: 0 for no effect and ±100 for the full control effect
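Cytotoxicity counterscreen: CellTiter-Fluor fluorescence was measured in A549 ARE_Fluc cells after 18-24 h of compound exposure in a concentration series. The subsequent BugLite luminescent read reports ARE-luciferase activity.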
Active calls of the source: *; i = inactive; ? = inconclusive; · = not tested or not shown; [ ] = remark or other dose. Calls follow the shape of the dose curve; as a rule, active = well fitted curve in the direction sought with a large enough effect; inconclusive = small, poorly fitted or top-dose-only effect, or another doubt; inactive = no such curve, though single readings can be large; an effect the other way counts as inactive or inconclusive. Potency is read from the fitted curve at half-maximal effect. A portion of the library; the hit share may differ from the screen's.

compound	Nrf2 block	TGFb SMAD3 inh	ATXN2 expr inh	Nrf2 activator	HepG2 tox	MCF10A rerep	S2 tox	EPAC2 antagonist	A549 viability
O=C1Cc2cccc(=O)c(O)c2C(=O)O1	·	-3.2%	·	-0.8%	10.4%	·	?	1.9%	·
CC(=O)N1CCN(c2ccccc2NC(=O)c2cc3ccccc3o2)CC1	-4.4%	-15.1%	0.0%	11.5%	-16.3%	-3.7%	i	-27.2%	2.7%
COc1cc(OC)cc(-c2nnc(NC(=O)CCS(=O)(=O)c3ccc(F)cc3)o2)c1	20.6µM*	?	-18.6%	?	-13.7%	?	i	?	?
CC(=O)Nc1ccccc1NC(=O)COc1cccc2ccccc12	?	-16.7%	-13.8%	-0.5%	-11.5%	2.6%	i	-7.3%	1.2%
COc1cc2cc(C(=O)N3CCOCC3)cc(-c3ccc(C)cc3)c2cc1OC	18.4µM*	?	-11.0%	0.2%	-28.9%	?	i	-27.8%	?
O=C(OCC(=O)N1CCc2ccccc21)c1cccc(S(=O)(=O)N2CCCc3ccccc32)c1	-14.5%	8.3%	1.2%	5.1%	-26.8%	-0.2%	i	-18.1%	3.5%
COc1ccc(CN(CC2CCC(C(=O)O)CC2)C(=S)Nc2ccccc2OC)cc1 (configuration not stated)	-18.6%	-7.1%	28.3%	0.5%	-18.2%	-0.5%	i	10.6%	0.5%
CCOc1cc(C(=S)N2CCOCC2)ccc1OC(=O)c1cc(OC)c(OC)c(OC)c1	-18.0%	-12.7%	9.5%	0.5%	-38.3%	17.2%	i	5.6%	0.1%
C=CC1=CCN(S(=O)C(C)(C)C)[C@H]1CCO (some centres not stated)	20.2%	-4.6%	10.6%	-0.9%	15.3%	1.9%	i	-15.0%	12.8%
O=C(Nc1ccc(Cl)cc1)/C(=C1\CCCN1)[N+](=O)[O-]	9.5%	?	21.5%	0.3%	-0.5%	-5.9%	i	3.0%	-4.1%
O=C(O)C12CC3CC(C1)CC(n1ncc(NCc4ccccc4)c(Cl)c1=O)(C3)C2	29.5%	1.2%	2.8%	0.2%	-11.9%	15.1%	i	-5.3%	12.7%
CCOC(=O)C1=C(CN2CCN(c3cc(C)ccc3C)CC2)NC(=O)NC1c1ccccc1 (configuration not stated)	?	?	?	-0.6%	-66.0%	·	?	·	-15.4%
CN(CC(=O)Nc1ccc(OC(F)(F)F)cc1)C(=O)Cc1cccs1	6.7%	-4.6%	·	3.4%	-12.1%	-0.7%	i	-14.6%	-0.6%
CCc1nnc(NC(=O)CCC(=O)NCc2ccccc2OC)s1	-4.1%	4.7%	2.4%	-0.9%	-5.1%	12.5%	i	-4.0%	4.0%
O=C(N/N=C/c1cccc([N+](=O)[O-])c1O)C(O)(c1ccccc1)c1ccccc1	-4.3%	-6.8%	·	-0.9%	-24.6%	2.4%	i	-1.5%	0.9%
C[C@@H]1CN([C@@H](C)CO)C(=O)CCCn2nncc2CO[C@H]1CN(C)Cc1cccc(C(F)(F)F)c1	·	11.2%	-1.9%	0.0%	3.5%	·	i	8.6%	·
C[C@@H](c1ccccc1)N1C[C@H](COCc2ccccc2)Oc2cc(N3CC[C@@H](O)C3)ccc2S1(=O)=O	·	·	-17.7%	0.6%	·	·	?	-26.5%	·
C[C@@H](N)C(=O)NC[C@H]1CC[C@H](C(=O)N[C@@H](Cc2ccccc2)C(=O)O)CC1	0.4%	-2.0%	5.3%	0.2%	-7.4%	-23.1%	i	0.5%	6.0%
Cn1c(/C(C#N)=C/c2ccc(C(F)(F)F)cc2)nc2ccccc21	10.1%	·	·	?	-21.8%	·	·	·	-1.9%
O=C(NNC(=O)C1CCN(C(=O)Nc2ccccc2)CC1)c1ccc([N+](=O)[O-])cc1	?	-0.9%	·	0.9%	-44.9%	-3.4%	i	4.7%	9.3%
Cc1ccc(N2C(=O)SC(N(CC(=O)O)c3cccc(C)c3)C2=O)cc1 (configuration not stated)	4.6%	?	37.1%	1.6%	-17.6%	-8.1%	i	-10.9%	-20.7%[1.84 µM]
Cc1ccc(F)cc1NC(=O)COC(=O)C1CC2CCCC(C1)C2=O (configuration not stated)	·	8.8%	·	-0.2%	-0.5%	·	i	0.0%	·
Cc1ccccc1C(=O)NNC(=O)CSc1nnc(C)n1-c1ccccc1	8.4%	-0.8%	-20.5%	-0.5%	-3.2%	?	i	42.0%[activator]	-0.7%
Cc1cc(C(=O)CSc2nc3ccc(Cl)cc3[nH]2)c(C)n1CC1CCCO1 (configuration not stated)	13µM*	?	-32.9%	3.8%	-22.1%	?	i	-1.4%	-26.9%
N#CC1(NC(=O)COC(=O)Cc2n[nH]c(=O)c3ccccc23)CCCCC1	-10.0%	10.7%	1.9%	-0.1%	4.5%	-10.6%	i	-4.8%	-3.4%
CCCC(=O)Nc1cnc(NC(=O)c2cccc(F)c2)cc1C	?	-13.2%	-25.0%	-2.1%	-40.1%	-4.7%	i	4.7%	4.9%
Cn1c(=O)c2[nH]c(N/N=C(/C#N)C(N)=O)nc2n(C)c1=O	3.0%	21.8%	2.1%	0.3%	19.5%	?	i	-4.9%	4.0%
CCn1cc2nc(SCc3cccc(Cl)c3)n(Cc3ccc(C)cc3)c(=O)c2n1	2.5%	-3.3%	6.0%	-1.0%	5.8%	·	i	·	-0.4%
Cc1cc(Cn2nc(C(=O)NCc3cccs3)cc2-c2ccccc2)on1	-21.5%	-8.7%	-4.0%	-0.4%	-1.7%	-2.3%	i	10.4%	4.3%
CCC(=O)/C(=C(/O)c1ccccc1)c1nc2ccccc2[nH]1	24.2%	0.8%	80.8%[activator]	-0.4%	-13.8%	-14.0%	i	4.7%	-1.4%
COc1cc2c(cc1NC(=O)C(C)Oc1ccc(Cl)cc1Cl)oc1ccccc12 (configuration not stated)	-9.4%	0.0%	13.0%	5.4%	-45.6%	·	i	·	-0.7%
COCCn1nnnc1C(c1ccccc1OC)N1CCc2ccccc2C1 (configuration not stated)	-11.4%	0.1%	1.8%	-0.5%	-3.6%	11.6%	i	-0.7%	17.2%
O=C(CCCn1c(=O)c2cccn2c2cccnc21)NCc1ccccc1Br	?	-29.5%	·	9.9%	-11.9%	·	·	·	-1.1%
CN1C2CCC1CC(NC(=O)c1ccc([N+](=O)[O-])cc1)C2 (configuration not stated)	-0.2%	2.9%	-22.6%	0.2%	-14.2%	11.4%	i	19.0%	-1.0%
COc1ccc(CNC(=O)COc2ccc(F)cc2)cc1	18.2%	14.6%	1.8%	-0.6%	6.5%	-2.7%	i	-1.0%	-4.1%
COc1cc(-c2c(C#N)c(N)nc3c2CCCC3)ccc1O	-14.0%	?	17.1%	2.7%	0.1%	2.7%	i	-1.8%	0.8%
Cc1cc(O)c(/C=N/Nc2ccccc2Cl)c(=O)o1	2.7%	0.0%	11.3%	3.2%	-26.9%	9.4%	i	0.0%	-7.1%
CC(=O)c1ccc(NC(=S)NNC(=O)c2ccccc2[N+](=O)[O-])cc1	13.2%	32.5%[activator]	3.9%	1.8%	0.0%	-44.6%[inhibitor]	i	5.2%	1.9%
O=C(CN1C(=O)c2ccccc2S1(=O)=O)Nc1ncc([N+](=O)[O-])s1	5.5%	?	-1.6%	-0.5%	-10.7%	6.1%	i	-1.7%	-18.7%
Cc1ccc(S(=O)(=O)c2cc3ccccc3nc2N)cc1	-1.8%	22.9%	-12.5%	2.8%	1.5%	-1.6%	·	9.3%	2.4%

Sorted by number of heavy atoms (lowest first): some entries from above.
compound	Nrf2 block	TGFb SMAD3 inh	ATXN2 expr inh	Nrf2 activator	HepG2 tox	MCF10A rerep	S2 tox	EPAC2 antagonist	A549 viability
CN1C2CCC1CC(NC(=O)c1ccc([N+](=O)[O-])cc1)C2 (configuration not stated)	-0.2%	2.9%	-22.6%	0.2%	-14.2%	11.4%	i	19.0%	-1.0%
COc1cc(-c2c(C#N)c(N)nc3c2CCCC3)ccc1O	-14.0%	?	17.1%	2.7%	0.1%	2.7%	i	-1.8%	0.8%
O=C(CN1C(=O)c2ccccc2S1(=O)=O)Nc1ncc([N+](=O)[O-])s1	5.5%	?	-1.6%	-0.5%	-10.7%	6.1%	i	-1.7%	-18.7%

The list continues:
compound	Nrf2 block	TGFb SMAD3 inh	ATXN2 expr inh	Nrf2 activator	HepG2 tox	MCF10A rerep	S2 tox	EPAC2 antagonist	A549 viability
COc1ccc(C(=O)NC(=S)Nc2ccc(CN3CCOCC3)cc2)cc1Br	14.2%	11.2µM*	·	3.1%	-54.3%	2.4%	?	-15.8%	-5.4%
O=C(Cn1cc(C(F)(F)F)cc(Cl)c1=O)Nc1ccc(N2CCOCC2)cc1	-8.0%	-8.1%	-6.4%	-0.4%	-2.6%	0.7%	i	-8.6%	1.3%
CN(Cc1c(C(=O)N/N=C/c2cc(F)ccc2F)nnn1-c1nonc1N)C1CCCCC1	0.8%	6.4%	0.0%	0.2%	-2.2%	-50.5%[inhibitor]	i	9.3%	2.5%
C/C=C/c1cccc(-c2nc(C(=O)N3CCOCC3)cc3c2[C@H](CCO)N(C(=O)NC(C)C)C3)c1	·	·	-8.2%	-0.7%	·	·	?	11.9%	·
N#C/C(=C(/O)CCl)c1nc(-c2ccccc2)cs1	-6.3%	?	69.3%[activator]	9.4%	4.8%	?	i	-0.9%	-5.7%
CC(C)CNS(=O)(=O)c1cc(C(=O)OC2CCOC2=O)c(Cl)cc1Cl (configuration not stated)	2.6%	-0.3%	-5.3%	0.0%	6.4%	0.2%	?	-0.1%	-2.2%
O=C(N/N=C/C(Cl)=C/c1ccccc1)c1ccccc1F	?	25.4%	8.2%	?	-4.7%	?	i	-8.9%	2.2%
Cc1noc(C)c1COC(=O)c1cc(=O)[nH]c2ccccc12	16.0%	17.0%	5.3%	0.1%	13.3%	0.8%	i	-2.7%	-4.4%
Cc1ccc(S(=O)(=O)N2CCCCC2)cc1NC(=O)COC(=O)C1(C)CC1(Cl)Cl (configuration not stated)	14.5%	-0.5%	?	-0.2%	-2.6%	21.5%	i	-5.8%	0.8%
COCCCNc1nc(NCc2ccc(C)cc2)c2cnn(C)c2n1	·	1.6%	-4.8%	1.3%	-25.7%	·	i	·	2.0%
CN(CCc1cn[nH]c1)C(=O)CC1C(=O)NCCN1Cc1cccc(Oc2ccccc2)c1 (configuration not stated)	-19.6%	1.9%	-2.8%	0.3%[9.22 µM]	-0.3%	-12.6%	i	15.3%	9.4%
C=CCn1c(O)c(CN2CCCCC2)c(C)c(C#N)c1=O	-17.0%	3.5%	-1.1%	-0.4%	-0.5%	6.9%	i	-0.1%	0.2%

Screening results (PubChem)
